# eIF2B yeast act = eIF2B (yeast) activity modulation. S. cerevisiae eIF2B-epsilon R284H, GCN4-lacZ luminescence. inhibition, % at 25 µM (by protocol). actives 0.91% (n = 27,000);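 active means mutant luminescence inhibited past about 50% while wild type luminescence and mutant growth stay under set limits, limit read from the data; inconclusive means mutant versus wild type luminescence inhibition gap past a set limit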; further: some compounds called inactive have numbers as strong as hits
#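 Material – yeast eIF2B-epsilon R284H mutant carrying GCN4–beta-galactosidase fusion · Medium – YPD yeast growth medium · Compound – one concentration, 25 µM, 0.25% DMSO · Times – 16 h at 30 °C exposure · Signal – Beta-Glo luminescence plus absorbance at 595 nm · Read-out – % inhibition of reporter signal and growth versus controls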
# Yeast growth tox = Inhibits yeast growth, turbidity readout; growth inhibition, % at 25 µM (by protocol); actives 0.3% (n = 30,000); S. cerevisiae wild-type growth, A595 turbidity, 16 h; AID 685;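 active means mutant and wild-type yeast strains alike exhibit over 30% growth inhibition; inconclusive means a strain exceeds 50% while the second remains under 30%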;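 further: 0% = untreated cell controls and 100% = YPD media blanks without cells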
#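 Test system: Wild-type and eIF2Bepsilon-R284H mutant S. cerevisiae, screened separately | Dosing: Single 25 µM compound dose in 0.2% DMSO | Schedule: 16 h compound exposure during growth at 30 °C | Detection: A595 turbidity | Evaluation: Growth inhibition (%) versus cell controls and blanks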
# Yeast growth tox inhibition % = further read-out of Yeast growth tox, marked with its call; growth inhibition, %; S. cerevisiae eIF2Bepsilon-R284H mutant growth, A595 turbidity, 16 h;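 each compound tested once at 25 µM; 0% equals untreated cells and 100% equals cell-free medium blanks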
# eIF2B yeast act mutant toxicity = also measured in eIF2B yeast act; calls as there; growth inhibition, %; measured here: mutant yeast growth, toxicity;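 each compound tested once at 25 µM; zero equals untreated control growth and 100 equals blank medium absorbance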
# An asterisk follows results filed as active; ? = inconclusive; · = no result given.
SMILES,eIF2B yeast act,eIF2B yeast act mutant toxicity,Yeast growth tox,Yeast growth tox inhibition %
O=C(CN1CCN(Cc2ccccc2)CC1)NC(=O)NC1CCCCC1,17,4,9,4
Cc1cccc(N2CCCn3c2nc2c3c(=O)n(CCN3CCOCC3)c(=O)n2C)c1,·,·,-11,-11
O=C(CC1C(=O)NC2CCCCC2N1C(=O)c1ccc(F)cc1)Nc1ccccc1 (stereo unspecified),9,-21,-12,-21
COC(=O)[C@@H](NC(=O)N(C1CCCCC1)C1CCCCC1)C(C)C,11,14,-6,14
Cc1ccccc1-c1nc2sc3c(c2c(=O)o1)CCC3,20,·,·,·
Cn1c(SCC(=O)N2CCN(c3ccccc3)CC2)nnc1-c1ccncc1,·,·,-5,-3
Cc1cccc(CNC(=O)c2ccccc2N)c1,6,3,3,3
O=C(Nc1cccc(C(=O)N2CCOCC2)c1)c1cncc(Br)c1,3,-3,17,-3
O=C(COC(=O)Cc1cccc(C(F)(F)F)c1)NCC1CCCO1 (stereo unspecified),-10,-2,-4,-2
O=C(OC(C(=O)NCc1ccc2c(c1)OCO2)c1ccc(Cl)cc1)c1ccco1 (stereo unspecified),15,4,11,4
O=C(OCc1ccco1)c1ccc(S(=O)(=O)N2CCCCC2)cc1,8,·,3,0
O=S(=O)(c1ccc(OCC(O)CN2CCCC2)cc1)N1CCOCC1 (stereo unspecified),18,18,3,18
C=CCOc1ccccc1CNn1nnnc1N,-34,-4,5,-4
CCN(CC)C(=O)CP(=O)(c1ccccc1)c1ccccc1,-19,14,-9,14
CCOC(=O)c1c(NC(=O)CSc2nnc(CNc3ccc(C)cc3C)o2)sc(C)c1C,-19,26,26,26
Clc1ccc(SCc2cn3ccsc3n2)cc1,-11,·,·,·
CCOc1cc(/C=N/NC(=O)CNc2ccc(C)cc2)ccc1OC(=O)c1ccccc1,-19,8,19,8
CCCOc1ccc(/C=N/O)cc1,-11,-7,4,-7
CC(C)CCNC(=O)C(c1ccncc1)N(Cc1cccs1)C(=O)Cn1nnc(-c2ccc(F)cc2)n1 (stereo unspecified),11,7,-6,7
Nc1nc2ccccc2nc1N,20,30,20,30
COc1cc(Cn2c(-c3nonc3N)nc3ccccc32)ccc1C,2,-15,-37,-15
COCCn1nnnc1C(c1cc2cc(C)ccc2[nH]c1=O)N1CCc2ccccc21 (stereo unspecified),4,8,8,8
c1ccc(Nc2nc(-c3cccnc3)cs2)nc1,8,29,5,29
CN(c1ncc(C(F)(F)F)cc1Cl)n1cc(C(N)=O)c2ccccc2c1=O,23,12,14,12
Cc1csc(NC(=O)c2cc3c(s2)CCCCC3)n1,11,-19,30,-19
# New compounds follow:
SMILES,eIF2B yeast act,eIF2B yeast act mutant toxicity,Yeast growth tox,Yeast growth tox inhibition %
COC(=O)c1cc(Br)c(=O)n(Cc2ccc(OC)c(OC)c2)c1,17,-14,2,-14
COC(=O)c1ccc2c(=O)n(CCCCCC(=O)NCc3ccccc3)c(=O)[nH]c2c1,25,17,13,17
CN(C)c1ccc(C(c2nnnn2C(C)(C)C)N2CCc3ccccc3C2)cc1 (stereo unspecified),8,-10,-21,-10
c1ccc(Cc2nn3c(Cn4cnc5ccccc54)nnc3s2)cc1,-21,5,20,5
Cc1ccc(NC(=O)C2C(C(=O)O)C3C=CC2C32CC2)cc1 (stereo unspecified),·,·,-5,7
CCC(=O)Nc1cccc(NC(C)=O)c1,·,·,5,10
CCCCC(=O)Nc1ccc(C(=O)N2CCC(C(=O)OCC)CC2)cc1,·,·,20,11
O=C(c1ccco1)N1CCN(C(=O)c2ccc(COc3ccc(Cl)cc3Cl)o2)CC1,-2,-14,2,-14
COc1ccc(-c2nnc(SCC(=O)NC(=O)NCc3ccco3)o2)cc1,12,-20,-11,-20
COc1ccc(C2NC3=C(CCC3)C3(C#N)C4(N=C(N)C23C#N)OCCO4)cc1 (stereo unspecified),22,-15,16,-15
O=C(O)Cn1c(SC2CCCCC2)nc2ccccc21,16,5,-3,5
COCCn1c(COc2ccc(OC)cc2)nc2ccccc21,14,22,8,22
CN(C)CC1(c2ccccc2)CCCC1,21,2,9,2
CCCNc1nc(NCC)nc(OC)n1,11,-5,42,-5
CCN(CC)CC(=O)c1c[nH]c2ccc(C)cc12,-1,-5,26,-5
Cc1ccccc1OCC(O)Cn1c(NCc2ccco2)nc2c1c(=O)[nH]c(=O)n2C (stereo unspecified),19,4,-15,4
N#Cc1cc2c(nc1SCC(=O)Nc1sc3c(c1C#N)CCC3)CCCCCC2,·,·,18,-3
CCOC(=O)c1c(NC(=O)c2nn(CC)cc2Br)sc(C)c1C,33,-59,-47,-59
CCC(CC)C(=O)NCCNC(=O)C(CC)CC,·,·,28,-13
CC(Oc1ccc(Cl)cc1Cl)c1nc(-c2ccc(NC(=O)c3ccncc3)cc2)no1 (stereo unspecified),-9,-23,-18,-23
O=C(C1CCN(S(=O)(=O)c2cnc[nH]2)CC1)N1CCN(Cc2ccc3c(c2)OCO3)CC1,21,33,15,33
COc1cc(C(=O)NCC2CCCO2)cc(OC)c1OC (stereo unspecified),2,-3,-12,-3
COC(=O)c1cccc(NC(=O)C2C3CCC(C3)C2C(=O)O)c1 (stereo unspecified),24,9,7,9
Cc1nc2ccccc2c(=O)n1/N=C/c1ccc(O)cc1,34,·,-10,0
O=C(O)c1ccc(-c2ccccc2)[nH]1,4,-7,5,-7
# The listing continues:
SMILES,eIF2B yeast act,eIF2B yeast act mutant toxicity,Yeast growth tox,Yeast growth tox inhibition %
C#CCOC(=O)C(NC(=O)c1ccccc1)=C1CCCCC1,22,13,6,13
Cc1ccc(OCc2nc(-c3ccccn3)no2)cc1,28,-6,17,-6
CSc1nc(NC(C)(C)C)nc(Oc2ccc(=O)n(C)n2)n1,-6,·,-4,0
O=C1CC(c2ccccc2)CC2=C1CN(C1CCCCC1)CN2 (stereo unspecified),24,6,11,6
CC(C)Cc1[nH]c(=O)c(C#N)c2c1CCCC2,6,5,-16,5
Brc1ccc(C2C3=C(Nc4ncnn42)c2ccccc2OC3c2ccncc2)cc1 (stereo unspecified),23,-33,-9,-33
CCOc1cc(S(=O)(=O)Nc2ccc(CC)cc2)ccc1Cl,-17,10,29,10
Cc1nc(SCC(=O)NCc2ccccc2)c2oc3ccccc3c2n1,·,·,-11,-3
CN1C(=O)C2C=CC1C1C(=O)N(c3ccccc3)C(=O)C21 (stereo unspecified),-27,-7,6,-7
COc1cc(NS(=O)(=O)c2ccc(NC(=O)c3ccco3)cc2)nc(OC)n1,6,7,11,7
CCSc1nnc(NC(=O)CSc2nc3c(c(=O)n2CC)SC(C)C3)s1 (stereo unspecified),·,·,-32,-55
O=C(CN(Cc1cccs1)C(=O)CNC(=O)c1ccco1)NC1CCCCC1,20,-35,-3,-35
Cc1ccc(Cn2nnc3c(=O)[nH]c(C4CCCN(C(=O)Nc5ccc(F)cc5)C4)nc32)cc1 (stereo unspecified),-28,·,12,0
CCCCN(CCCC)S(=O)(=O)c1ccc2oc(C(=O)N3CCOCC3)c(C)c2c1,51,·,-9,0
O=C(C1=C(O)C(=O)N(Cc2ccccc2)C1c1ccncc1)c1ccco1 (stereo unspecified),12,·,13,0
CC(C)NC(=O)C(Cc1ccccc1)N1C(=O)c2ccccc2C1=O (stereo unspecified),47,7,0,7
O=C1c2ccccc2C(=O)N1c1nc(-c2cccs2)cs1,-8,33,21,33
Cc1cc(C)cc(-n2nnc(C(=O)NCc3ccc(Cl)cc3)c2N)c1,22,7,5,7
Cc1ccc(OC(=O)c2cc3ccccc3o2)cc1,21,19,7,19
CCc1ccc2[nH]c(=O)c(C(c3nnnn3CCOC)N3CCN(c4ccc(F)cc4)CC3)cc2c1 (stereo unspecified),16,·,·,·
O=C(Nc1ccc(Br)cc1)/C(=C/c1cccc([N+](=O)[O-])c1)NC(=O)C1CCCCC1,·,·,7,10
O=C(COc1ccccc1)Nc1ccc2c(c1)nc1n2CCSC1,16,-7,4,-7
O=C1C(SC(F)(F)C(F)F)=C(C(F)(F)F)OC2C3C=CC(C3)C12 (stereo unspecified),20,8,23,8
CC1CCN(C(=O)CN(C)S(=O)(=O)c2cccc3nsnc23)CC1,17,26,20,26
COc1cc(C)c(S(=O)(=O)NCc2cccs2)cc1C,·,·,12,-11
# Next compounds follow.
SMILES,eIF2B yeast act,eIF2B yeast act mutant toxicity,Yeast growth tox,Yeast growth tox inhibition %
Cc1cc(C)n(-c2ccc(C(=O)Nc3ccc(N4CCOCC4)cc3)cc2)n1,11,8,28,8
CC(C)COc1cc(=O)[nH]c(SCC(C)C)n1,-5,-6,?,·
Cc1ccc(-c2ccc(C3C(C#N)=C(N)Oc4n[nH]c(C)c43)o2)cc1 (stereo unspecified),15,-24,-29,-24
N#Cc1nc(Cc2ccccc2)oc1N1CCC(C(N)=O)CC1,18,7,28,7
CC(=O)N1CCc2cc(S(=O)(=O)NCCC(=O)Nc3cccc(C)c3)ccc21,30,10,11,10
CCN(CC)c1ncnc2sc(C(=O)N3CCN(c4ccc(OC)cc4)CC3)c(C)c12,40,-26,-6,-26
CCN1C(=O)CC(N2CCOCC2)C1=O (stereo unspecified),2,8,-8,8
CCN1CCCC1CNCc1ccc(Cl)cc1Cl (stereo unspecified),21,-19,-10,-19
Cc1nc2cc(NC(=O)NCc3ccccc3)ccc2o1,-14,-10,-5,-10
CC(C)CNC(=O)c1nc(-c2ccccc2)n(-c2ccccc2)n1,·,·,14,20
Cc1ccc(S(=O)(=O)N2CCCC(C(=O)NCCCN3CCCCC3C)C2)cc1 (stereo unspecified),59,-8,6,-8
O=C(NCc1cccs1)Nc1ccc(Cl)cc1,29,2,0,2
O=C(Cn1nc(-c2ccc(Cl)cc2)c2ccccc2c1=O)NCC1CCCO1 (stereo unspecified),29,-38,6,-38
O=C(CSc1nnnn1C1CCCCC1)N1CCCC1,7,·,5,0
O=C(COc1ccc2ccccc2c1)Nc1cccc2cccnc12,-29,-24,-35,-24
Cn1nnnc1SCC(=O)NC(C)(C)C,8,5,29,5
CCC(C)(C)NC(=O)c1cc(C(=O)OC)cc([N+](=O)[O-])c1,·,·,17,10
CCc1cc2c(SCC(=O)c3ccccc3)ncnc2s1,-33,·,-2,0
CCOc1ccc(C(=O)Nc2c3c(nn2-c2ccc(F)cc2)CS(=O)C3)cc1 (stereo unspecified),20,8,32,8
CCCn1c(NCc2cc(OC)ccc2OC)nc2ccccc21,-15,4,3,4
CC(=O)CC(=O)Nc1cccc2c1CCCC2,-15,11,-12,11
O=C(Oc1cccc2c(OC(=O)N3CCCC3)cccc12)N1CCCC1,·,·,-7,0
CC(C)CC1(C)NC(=O)N(CC(=O)NC(=O)Nc2ccc3c(c2)OCCO3)C1=O (stereo unspecified),-42,-5,24,-5
CCOC(=O)c1c(NC(=O)CSc2nnc(-c3cccnc3)n2Cc2ccco2)sc(C)c1C,15,-18,-17,-18
CC(C)CNC(=O)COC(=O)c1cncc(Br)c1,-13,-23,6,-23
CCOC(=O)c1ccc2c(c1)nc(SCC(=O)NC(C)C)n2CC,·,·,3,8
CC(=O)Nc1ccc(N/C=C/C(=O)c2ccc(C)o2)cc1,20,·,-1,0
O=C(O)CC(Cc1ccc(Br)cc1)C(=O)O (stereo unspecified),22,11,9,11
Cc1cccc(NC(=O)CN(C)S(=O)(=O)c2cccc3nsnc23)c1C,20,·,14,0

# In the list so far, 13 have a thiophene ring, fused or not.
SMILES,eIF2B yeast act,eIF2B yeast act mutant toxicity,Yeast growth tox,Yeast growth tox inhibition %
Cc1ccccc1-c1nc2sc3c(c2c(=O)o1)CCC3,20,·,·,·
CCOC(=O)c1c(NC(=O)CSc2nnc(CNc3ccc(C)cc3C)o2)sc(C)c1C,-19,26,26,26
CC(C)CCNC(=O)C(c1ccncc1)N(Cc1cccs1)C(=O)Cn1nnc(-c2ccc(F)cc2)n1 (stereo unspecified),11,7,-6,7
Cc1csc(NC(=O)c2cc3c(s2)CCCCC3)n1,11,-19,30,-19
N#Cc1cc2c(nc1SCC(=O)Nc1sc3c(c1C#N)CCC3)CCCCCC2,·,·,18,-3
CCOC(=O)c1c(NC(=O)c2nn(CC)cc2Br)sc(C)c1C,33,-59,-47,-59
O=C(CN(Cc1cccs1)C(=O)CNC(=O)c1ccco1)NC1CCCCC1,20,-35,-3,-35
O=C1c2ccccc2C(=O)N1c1nc(-c2cccs2)cs1,-8,33,21,33
COc1cc(C)c(S(=O)(=O)NCc2cccs2)cc1C,·,·,12,-11
CCN(CC)c1ncnc2sc(C(=O)N3CCN(c4ccc(OC)cc4)CC3)c(C)c12,40,-26,-6,-26
O=C(NCc1cccs1)Nc1ccc(Cl)cc1,29,2,0,2
CCc1cc2c(SCC(=O)c3ccccc3)ncnc2s1,-33,·,-2,0
CCOC(=O)c1c(NC(=O)CSc2nnc(-c3cccnc3)n2Cc2ccco2)sc(C)c1C,15,-18,-17,-18

# From PubChem BioAssay

# This is a subset; the hit share may differ from the screen's.
